Screens (PubChem BioAssay)
DNMT1 inh – human DNMT1 methyltransferase inhibitors, primary screen, biochemical, molecular beacon, fluorescence, HinP1I cleavage, uHTS | DNA (cytosine-5)-methyltransferase 1 (Homo sapiens), P26358 | inhibition (reported as % activation of signal), % at 10 µM | 360,000 tested, 0.83% active | AID 588458, 2011; in the data active means inhibition above about 50%
Target sequence (P26358 504-1616 limits assumed): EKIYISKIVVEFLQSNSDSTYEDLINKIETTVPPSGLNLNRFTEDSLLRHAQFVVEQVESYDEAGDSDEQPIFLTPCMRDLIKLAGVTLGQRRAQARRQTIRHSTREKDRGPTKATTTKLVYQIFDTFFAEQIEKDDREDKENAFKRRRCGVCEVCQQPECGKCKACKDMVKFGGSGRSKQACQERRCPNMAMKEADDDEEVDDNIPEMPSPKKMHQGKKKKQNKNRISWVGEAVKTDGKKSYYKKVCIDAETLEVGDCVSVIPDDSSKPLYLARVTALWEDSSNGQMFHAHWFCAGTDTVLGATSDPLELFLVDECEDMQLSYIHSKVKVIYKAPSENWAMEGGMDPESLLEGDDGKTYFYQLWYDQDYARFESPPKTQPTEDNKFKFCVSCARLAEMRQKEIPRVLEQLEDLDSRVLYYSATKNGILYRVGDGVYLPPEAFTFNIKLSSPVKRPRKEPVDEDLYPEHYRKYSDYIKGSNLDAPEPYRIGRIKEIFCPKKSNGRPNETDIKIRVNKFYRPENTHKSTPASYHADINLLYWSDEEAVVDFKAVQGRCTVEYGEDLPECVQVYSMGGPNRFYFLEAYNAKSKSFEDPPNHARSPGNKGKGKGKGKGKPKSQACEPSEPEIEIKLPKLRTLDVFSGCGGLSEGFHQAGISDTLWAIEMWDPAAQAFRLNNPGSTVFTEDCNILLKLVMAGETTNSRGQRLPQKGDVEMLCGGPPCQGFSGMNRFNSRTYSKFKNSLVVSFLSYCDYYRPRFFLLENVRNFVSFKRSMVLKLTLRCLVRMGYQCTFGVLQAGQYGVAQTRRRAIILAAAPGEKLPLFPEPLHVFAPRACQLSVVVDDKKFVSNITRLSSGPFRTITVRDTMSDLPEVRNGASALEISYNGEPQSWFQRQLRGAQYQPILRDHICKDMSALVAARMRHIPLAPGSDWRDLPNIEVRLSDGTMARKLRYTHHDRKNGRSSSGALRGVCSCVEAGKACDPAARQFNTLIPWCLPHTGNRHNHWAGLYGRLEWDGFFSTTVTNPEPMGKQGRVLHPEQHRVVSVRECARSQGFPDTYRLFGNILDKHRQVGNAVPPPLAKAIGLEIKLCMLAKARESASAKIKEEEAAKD
NRP1-CendR mod – modulators of CendR peptide binding to NRP-1, primary screen, biochemical, fluorescence polarization, uHTS. Neuropilin-1 (Homo sapiens), O14786. AID 602438, 2012. FAM-RPARPAR peptide binding to NRP-1. 360,000 tested, 0.85% active. inhibition, % at 25 µM;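 active means inhibition or corrected inhibition above about 18%, plus a signal ratio from 0.5 to 1.5, limit read from the data, passing the limit was not always enough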; further: strong numbers were not always called active
NadD inh – inhibitors of S. aureus NadD, primary screen, biochemical, colorimetric, uHTS. purified NadD enzyme, colorimetric absorbance read-out. inhibition, % at 20 µM. 360,000 tested, 0.78% active; in the data active means inhibition above about 26%; further: some compounds past the cut are filed as inactive
SKN-1 block – suppressors of acrylamide-induced Pgst-4::GFP reporter in worms, primary screen, SKN-1 inhibitor project, whole organism, uHTS, GFP/RFP fluorescence ratio, strain VP596 | C. elegans VP596 Pgst-4::GFP/RFP ratio, 24 h | inhibition, % at 21.8 µM | 360,000 tested, 0.49% active | AID 624304, 2012;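 active means interference check ratio from 0.5 to 1.5 plus GFP to RFP signal ratio inhibition reaching or exceeding a fixed threshold, cut at about 30% in these data, passing the limit was not always enough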; further: some compounds called inactive have numbers as strong as hits
Rpn11 inh – Rpn11 (PSMD14) deubiquitinase inhibitors, primary screen, biochemical, fluorescence polarization, uHTS. 26S proteasome non-ATPase regulatory subunit 14 (Homo sapiens), O00487. human 26S proteasome, Ub4-pepOG fluorescence polarization; 20S core pre-blocked with epoxomicin. calls only at 20 µM. 360,000 tested, 0.59% active. AID 588493, 2011;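 active means inhibition at 20 µM, scaled to each plate's controls, above about 33%, limit read from the data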
SUMO1-SIM PPI – modulators of SUMO1 protein-protein interactions, primary screen, biochemical, uHTS; Small ubiquitin-related modifier 1 (Homo sapiens), P63165; SUMO1 binding to a labelled peptide, TR-FRET, 1 h; inhibition, % at 20 µM; 360,000 tested, 0.33% active; in the data active means inhibition above about 37%
STEP block – STEP phosphatase inhibitors, primary screen, biochemical, fluorescence intensity, uHTS. Tyrosine-protein phosphatase non-receptor type 5 (Homo sapiens), P54829. recombinant STEP, OMFP fluorogenic substrate. inhibition, % at 20 µM. 360,000 tested, 0.25% active;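 active means inhibition at 20 µM, scaled per plate between control wells, above about 37%, limit read from the data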;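 further: 0% = DMSO with enzyme and substrate and 100% = substrate only without enzyme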
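Assay system: isolated STEP enzyme. Buffer or medium: pH 6.0 Bis-Tris with DTT and Tween 20. Also added: fluorogenic phosphatase substrate OMFP at 25 µM final. Dosing: 20 µM, 1% DMSO. Timing: 20 min reaction, room temperature, in the dark. Measured by: fluorescence intensity, excitation 480 nm, emission 540 nm. Evaluation: normalized % inhibition.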
LMPTP inh – LMPTP phosphatase inhibitors, primary screen, biochemical, fluorescence intensity, uHTS | Low molecular weight phosphotyrosine protein phosphatase (Homo sapiens), P24666 | recombinant LMPTP-A, OMFP fluorogenic substrate | inhibition, % at 20 µM | 360,000 tested, 0.22% active;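 active means compounds that cut the enzyme signal by at least half of the control window in the single-dose screen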;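 further: plate controls were DMSO wells with enzyme plus substrate for no effect and substrate without enzyme for full effect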
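Test system – LMPTP-A enzyme · Amount – LMPTP-A at 0.625 nM final in the reaction · Buffer or medium – Bis-Tris pH 6.0, DTT, detergent · Reagent – OMFP 400 µM · Doses – single 20 µM dose · Schedule – reaction 50 min, room temperature, dark · Detection – fluorescence intensity of OMFP turnover product · Evaluation – percent inhibition versus substrate-only and uninhibited controls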
Scp1 inh – Scp-1 phosphatase inhibitors, primary screen, biochemical, colorimetric, uHTS; inhibition, % at 20 µM; Recombinant Scp1, phosphopeptide, malachite green phosphate absorbance; 340,000 tested, 0.88% active;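 active means inhibition above about 50% at 20 µM, limit read from the data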;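 further: plate controls were DMSO wells with enzyme for no effect and wells lacking enzyme for full effect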
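System: SCP-1 catalytic domain; Reagent: Phospho 17-mer peptide substrate; Doses: one concentration, 20 µM, with 1.0% DMSO; Incubation: 45 min room-temperature reaction, 5 min colour, 30 min stabiliser; Signal: Phosphate-binding colour reagent, absorbance read at 630 nm.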
MT1-MMP act inh – blockers of MT1-MMP proenzyme processing, primary screen, HT1080 RFP-PRO-GFP cells, GFP/RFP fluorescence; GFP/RFP ratio change, % at 20 µM; 360,000 tested, 0.061% active; Matrix metalloproteinase-14 (Homo sapiens), P50281; GFP/RFP ratio fluorescence, overnight; percent of plate control window, DMSO zero;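 active means GFP/RFP ratio change of at least 30% with cell ATP level not reduced by more than half and red fluorescence within 50% of control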; further: strong numbers were not always called active
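Read-out: GFP/RFP fluorescence ratio; Test system: RFP-PRO-GFP reporter HT1080 cells; Compound dosing: single-point 20 µM compound, 1% DMSO; Times: overnight compound exposure at 37 °C.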
Active calls of the source: *; i = inactive; · = not tested or not shown.

item | structure | DNMT1 inh | NRP1-CendR mod | NadD inh | SKN-1 block | Rpn11 inh | SUMO1-SIM PPI | STEP block | LMPTP inh | Scp1 inh | MT1-MMP act inh
1 | CCc1ccc(N2C(=O)C(Cl)=C(Nc3ccc(C(=O)N4CCCC4)cc3)C2=O)cc1 | 1 | -8 | 6 | 3 | i | -23 | 2 | 3.2 | -4 | 0
2 | CCOc1ccc(-c2n[nH]c(C)c2-c2ccccn2)c(O)c1 | 1 | 10 | -4 | -7 | i | 7 | -2 | -0.9 | 3 | 6
3 | COc1ccccc1NC(=O)N(CCN1CCOCC1)Cc1cc2cc(C)cc(C)c2[nH]c1=O | 1 | 6 | -2 | 7 | i | 4 | 2 | -1.0 | -3 | -1
4 | O=C(CNS(=O)(=O)c1ccc(F)cc1)N1CCCC1 | -5 | 1 | -7 | 6 | i | 2 | -2 | -0.2 | -3 | 2
5 | NC(=O)COc1c(-c2ccco2)oc2ccccc2c1=O | 7 | -8 | -4 | -3 | i | -16 | 2 | -0.5 | -5 | -3
6 | COc1ccc(Cl)cc1CNC[C@H]1O[C@@H](n2cnc3c(=O)[nH]c(N)nc32)[C@H](O)[C@@H]1O | -6 | -9 | -3 | 11 | i | 0 | 2 | -1.1 | · | 0
7 | O=C(c1cnn(-c2ccccc2)c1)c1cc(F)ccc1O | 1 | -4 | -3 | 0 | i | -16 | 1 | -0.8 | -16 | -6
8 | COc1ccc(-c2nc(C#N)c(N3CCC(C(N)=O)CC3)o2)cc1OC | -1 | -12 | -1 | -6 | i | -1 | 4 | 1.2 | -6 | -1
9 | COc1cc(C(=O)Oc2ccccc2)ccc1OCc1c(C)noc1C | 0 | 4 | 3 | -5 | i | -2 | -2 | -1.1 | -1 | 1
10 | CCn1ncc(N(C)N)c(Cl)c1=O | -4 | -2 | -1 | 6 | i | -1 | 0 | 0.9 | -7 | 1
11 | CC(C)[C@H](NC(=O)C1CCN(S(=O)(=O)c2ccc(F)cc2)CC1)C(=O)N1CCCC1 | 2 | 3 | -2 | -6 | i | -4 | 1 | -0.7 | -8 | -3
12 | O=C(CC1SC(=NCC2CCCO2)NC1=O)Nc1cc([N+](=O)[O-])ccc1Cl (stereo not given) | 0 | -12 | -3 | 7 | i | -34 | -3 | -0.7 | 2 | 1
13 | Cc1ccccc1C(OCCN(C(C)C)C(C)C)c1ccccc1 (stereo not given) | 12 | -3 | -1 | 10 | i | 1 | -1 | -1.5 | 2 | 1
14 | CSc1ccc(C(=O)C2CCCN(C(=O)c3ccc4c(c3)no[n+]4[O-])C2)cc1 (stereo not given) | 0 | 2 | -8 | -4 | i | -35 | 0 | -0.1 | -7 | 3
15 | COc1ccc(S(=O)(=O)N2CCC(C(=O)Nc3cccc(C(C)=O)c3)CC2)cc1 | -3 | 0 | -1 | -2 | i | 1 | -1 | 0.5 | 12 | -1
16 | CN(Cc1ccccc1C#N)S(=O)(=O)c1cccs1 | 1 | 0 | 2 | 9 | i | 1 | -2 | 1.6 | -1 | 5
17 | Cc1cc(=O)oc2cc(OCC(=O)NCCCN3CCOCC3)ccc12 | 0 | -7 | 8 | -13 | i | 40* | 1 | -1.2 | -3 | 1
18 | C[C@@H]1CN([C@H](C)CO)C(=O)Cc2cc(NC(=O)CCC(F)(F)F)ccc2O[C@@H]1CN(C)S(=O)(=O)c1ccccc1 | -2 | -1 | 3 | 9 | i | 0 | 1 | -0.1 | 4 | 1
19 | O=C(NCc1ccco1)c1noc2c1CCCC2 | 3 | 6 | -7 | 1 | i | 0 | -1 | 0.4 | -8 | 4
20 | CCN(C(=O)CSc1nnc(C)n1-c1ccc(C)cc1)c1c(N)n(Cc2ccccc2)c(=O)[nH]c1=O | 4 | 2 | 1 | 3 | i | 8 | 3 | -1.0 | -5 | -2
21 | Cc1cc(Nc2c(C#N)c(N)nn2C)ccc1F | 2 | -8 | -1 | -4 | i | -1 | -5 | -0.9 | -1 | 2
22 | COc1ccccc1CNC(=O)[C@@H](NC(=O)C1CCN(C(=O)[C@@H]2CCCN2)CC1)C(C)C | -1 | 10 | -2 | -3 | i | 2 | -1 | -2.3 | 1 | -6
23 | CC(C)(C)NC(=O)c1nn(Cc2ccccc2)c(=O)c2ccccc12 | -2 | -17 | -9 | 3 | i | 1 | 3 | -0.3 | -5 | 1
24 | Cc1ccc(C(=O)Oc2ccc(-c3nccc(-c4ccccn4)n3)cc2)cc1 | 27 | 8 | 3 | -12 | i | 1 | 5 | -2.6 | -1 | 0
25 | Cc1cccc(NC(=O)CCNC(=O)c2ccccc2)c1 | -2 | 0 | -5 | 10 | i | 2 | -2 | 0.1 | -6 | 3
26 | COc1ccc(C(=O)N(Cc2sccc2C)C2CCS(=O)(=O)C2)cc1 (stereo not given) | 1 | -3 | -1 | -8 | i | -2 | -5 | 0.2 | 23 | -4
27 | CC(=O)N1CCc2cc(S(=O)(=O)CCC(=O)NCc3cccs3)ccc21 | -1 | -1 | 1 | -18 | i | 1 | 0 | -0.6 | 0 | 5
28 | CC(NC(=O)CSc1ccc(S(=O)(=O)N2CCOCC2)cn1)c1ccc(Cl)cc1Cl (stereo not given) | -7 | 6 | 4 | 4 | i | 2 | 2 | -0.1 | 0 | 0
29 | Cc1c(C)c2cc(Cl)c(OC(C)C(=O)NCCN3CCOCC3)cc2oc1=O (stereo not given) | 2 | 8 | 10 | 3 | i | -6 | -1 | -2.0 | -2 | 1
30 | COc1ccc([N+](=O)[O-])cc1C(=O)C(=O)c1ccccc1 | 2 | 9 | -7 | -7 | i | -16 | 0 | -0.1 | -5 | 2

Part of the list above, showing only SKN-1 block and Scp1 inh.
item | canonical_smiles | SKN-1 block | Scp1 inh
25 | Cc1cccc(NC(=O)CCNC(=O)c2ccccc2)c1 | 10 | -6
26 | COc1ccc(C(=O)N(Cc2sccc2C)C2CCS(=O)(=O)C2)cc1 (stereo not given) | -8 | 23

Further results
item | structure | DNMT1 inh | NRP1-CendR mod | NadD inh | SKN-1 block | Rpn11 inh | SUMO1-SIM PPI | STEP block | LMPTP inh | Scp1 inh | MT1-MMP act inh
31 | COc1ccc(Br)cc1CNC(=O)CCCc1cn(C)c2ccccc12 | -6 | -8 | -6 | -15 | i | 11 | 4 | 2.5 | -10 | -4
32 | CCOCc1nnc(NC(=O)CS(=O)(=O)c2ccc(C)cc2)s1 | 2 | 2 | -7 | 6 | i | 1 | 0 | -0.2 | -6 | 1
33 | CCC(C)NC(=O)c1ccc2nc(Cc3ccc(OC)cc3)oc2c1 (stereo not given) | -2 | 10 | -1 | 6 | i | 4 | 6 | -0.8 | -5 | 0
34 | CC(C)n1c(SCC(=O)N2CCN(C)CC2)nc2c1c(=O)n(C)c(=O)n2C | 2 | 7 | -10 | 3 | i | 4 | -2 | -0.1 | -1 | -2
35 | O=C(CCCc1ccccc1)NCCC1=CCCCC1 | 3 | 10 | 0 | -14 | i | 2 | -2 | -1.2 | -3 | 3
36 | O=C(/C=C/c1ccc(F)cc1)N1CCc2ccccc2C1 | -3 | -16 | -7 | 29 | i | -6 | 1 | 0.6 | -8 | -1
37 | Cn1c(=O)[nH]c(=O)c2c1nc(Br)n2CC(O)COc1ccccc1 (stereo not given) | -3 | 2 | 0 | 6 | i | 13 | -7 | 0.5 | -10 | 2
38 | N=c1oc2cc(O)ccc2cc1C(=O)Nc1ccc(F)cc1 | -3 | -59 | -6 | 24 | i | -23 | 1 | 1.0 | -8 | -15
39 | CCCCc1c(-c2ccccc2OC)ncn1CCc1cccc(F)c1 | · | -6 | 2 | -18 | · | 3 | · | -0.3 | · | ·
40 | CCS(=O)(=O)N1Cc2ccccc2CC1C(=O)N1CCN(c2ccccc2)CC1 (stereo not given) | 15 | -17 | 2 | -8 | i | 1 | 2 | 0.6 | 24 | 0
41 | CCCCOc1ccccc1C1NC(=O)NC(C)=C1C(=O)OCCOC (stereo not given) | 0 | 2 | -3 | 5 | i | -1 | -2 | -0.1 | -7 | -1
42 | O=C(O)/C=C\C(=O)Nc1ccccc1F | 7 | -4 | 0 | 1 | i | -3 | 2 | 0.2 | 0 | -2
43 | COc1cccc2[nH]c3c(N4CCCC(C)C4)ncnc3c12 (stereo not given) | -5 | 3 | 9 | 21 | i | 5 | -2 | 2.5 | -11 | 20
44 | CCOc1ccc2c(c1)c1nnc(SCC(=O)N3CCC(C)CC3)nc1n2C | -2 | 15 | 3 | -18 | i | -16 | 1 | 2.0 | 1 | 12
45 | Cn1c(SCc2ccc(C#N)cc2)nnc1-c1ccncc1 | 1 | 5 | -6 | 10 | i | 3 | -2 | -1.2 | -6 | 0
46 | CN(C)C(=O)c1ccc(NC(=O)CSc2nc3ccccc3[nH]2)cc1 | -2 | -3 | -5 | 8 | i | -1 | 1 | -1.5 | -9 | 6
47 | Cc1csc(SCCN2C(=O)c3ccccc3C2=O)n1 | 3 | 20 | -3 | 4 | i | -11 | -2 | -1.5 | 15 | 3
48 | CS(=O)(=O)c1ccc(-c2nnn(CC(N)=O)n2)cc1 | 1 | -7 | 0 | 13 | i | -3 | 6 | -2.7 | 11 | -4
49 | Cc1cc(C(=O)NNC(=O)c2cccc(N(C)C)c2)c(C)o1 | 3 | -9 | 1 | 20 | i | -4 | -2 | 0.3 | -10 | -1
50 | CNC(=O)C(=O)NCC1OCCCN1S(=O)(=O)c1ccc(F)cc1C (stereo not given) | 1 | 27* | -3 | 3 | i | 5 | -1 | -0.7 | 7 | -2
51 | Cc1cc(C(=O)NNc2ccc(F)cc2F)no1 | -2 | 8 | -3 | -6 | i | 3 | 2 | -1.2 | -4 | 5
52 | Cn1c(NCC2CCCCC2)nc2cc(-c3ccsc3)sc2c1=O | 0 | -9 | 4 | -5 | i | -6 | -1 | 3.4 | · | 2
53 | CCc1nc2ccc(C(=O)N(C)Cc3ccco3)cn2c1N(CC)Cc1cccc(Br)c1 | 5 | 9 | 2 | 0 | i | -2 | 4 | -1.0 | · | -3
